Vc quorum ag = quorum light induction in luxS cqsA deficient V. cholerae; V. cholerae BH1578 lux reporter, luminescence, 6 h; activation, % at 18.7 µM; hit rate 0.16% among 350,000; AID 588436; in the data active = activation mostly above about 9.7%, no sharp cut-off; also: not every result past the cut was called active; inactives centre near 0; reference of the scale not given here
TcdB inh = inhibitors of Clostridioides difficile toxin B glycohydrolase. inhibition, % at 9.99 µM. hit rate 0.24% among 350,000. TcdB glycohydrolase enzymatic assay, plate reader. AID 652162; in the data active = inhibition above about 10%
PfHsp40 rescue = restores yeast growth despite PfHsp40 toxicity. S. cerevisiae expressing PfHsp40, growth rescue, ATP luminescence. growth rescue, % at 12.5 µM. hit rate 0.68% among 340,000. AID 504582; in the data active = growth rescue above about 28%, passing the limit was not always enough;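 also: yeast W303a lacking pdr1 and pdr3 grown in galactose medium; growth measured after three days at 30 °C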
BioA inh = BioA (M. tuberculosis) enzyme inhibition | purified M. tuberculosis BioA enzyme, plate reader | inhibition, % at 9.99 µM | hit rate 0.096% among 360,000; in the data active = inhibition above about 40%
GDH-TPI counter = inhibits GDH-TPI coupling enzymes, artifact for Mtb FBA screen; inhibition, % at 4.8 µM; hit rate 1.2% among 360,000; GDH-TPI coupled enzyme counterscreen, NADH absorbance; AID 588335; in the data active = inhibition above about 30%;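 also: 0% = DMSO wells and 100% = wells lacking the enzyme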
Yp Topo-I inh = blocks Yersinia pestis topoisomerase I activity | Y. pestis Topo-I cleavage product accumulation, plate reader | activity, % at 10 µM | hit rate 0.064% among 360,000; in the data active = activity above about 50%, passing the limit was not always enough; also: inactives centre near 2
UGM FP inh = Mtb UDP-galactopyranose mutase inhibition | purified UGM, fluorescence polarization probe displacement | inhibition, % at 10 µM | AID 504406 | hit rate 0.06% among 320,000; in the data active = inhibition above about 10%, passing the limit was not always enough
Mtb FBA inh = inhibits M. tuberculosis FBA enzyme; inhibition, % at 1 µM; purified M. tuberculosis FBA, fluorescence read-out; hit rate 2.3% among 360,000; in the data active = inhibition above about 27%;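 also: 0% = vehicle and 100% = reference inhibitor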
Target sequence (P9WQA3 whole entry, looked up): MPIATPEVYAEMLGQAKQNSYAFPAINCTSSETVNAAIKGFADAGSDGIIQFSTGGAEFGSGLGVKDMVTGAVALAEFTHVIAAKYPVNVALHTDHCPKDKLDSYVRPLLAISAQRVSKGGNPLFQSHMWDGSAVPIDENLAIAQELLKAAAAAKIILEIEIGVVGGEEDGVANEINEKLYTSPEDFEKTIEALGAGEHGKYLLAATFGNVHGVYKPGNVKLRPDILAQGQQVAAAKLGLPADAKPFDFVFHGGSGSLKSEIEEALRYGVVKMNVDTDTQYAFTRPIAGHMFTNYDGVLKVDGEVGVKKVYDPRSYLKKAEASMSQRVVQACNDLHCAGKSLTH
FadD28 FP inh = inhibitors of Mycobacterium tuberculosis FadD28 bisubstrate binding; FadD28 bisubstrate probe binding, fluorescence polarization; inhibition, % at 12.5 µM; hit rate 0.22% among 360,000; in the data active = inhibition above about 8.5%, passing the limit was not always enough
* marks the source's active call; other numbers are inactive results; i = inactive; x = not tested or not shown.

Letter code – A = Vc quorum ag; B = TcdB inh; C = PfHsp40 rescue; D = BioA inh; E = GDH-TPI counter; F = Yp Topo-I inh; G = UGM FP inh; H = Mtb FBA inh; I = FadD28 FP inh
1. C=CCNc1nc(N2CCOCC2)c(C#N)c2c1CN(C)CC2
  A: i	B: x	C: -0.8	D: x	E: 4.9	F: 0.0	G: -1.9	H: 10.9	I: 1.6

2. COc1ccc(C(OC(=O)c2ccco2)C(=O)NC2CCCC2)cc1 (stereo unspecified)
  A: -0.2	B: 0.9	C: 0.7	D: 0.0	E: -6.6	F: -0.1	G: 0.1	H: 0.2	I: 0.7

3. CC(=O)c1ccc(C(=O)N2CCc3c([nH]c4ccccc34)C2c2cccc(C)n2)s1 (stereo unspecified)
  A: -2.3	B: 2.8	C: 0.0	D: 4.5	E: 1.6	F: 5.4	G: -2.3	H: 4.7	I: -0.7

4. N#Cc1ccccc1OCCn1cncn1
  A: 1.0	B: 0.5	C: -0.9	D: 0.1	E: -3.5	F: 0.0	G: 0.9	H: 0.3	I: 0.6

5. O=C(c1ccc(F)cc1)n1c(=S)nc2ccccn21
  A: i	B: -0.8	C: -1.2	D: x	E: -0.5	F: -8.1	G: -2.7	H: 2.0	I: -1.4

6. COc1ccc(N(Cc2ccccc2)S(=O)(=O)c2cccc(C(=O)Nc3ncccc3C)c2)cc1
  A: -1.3	B: 1.1	C: 1.2	D: -1.2	E: 5.5	F: 32.2	G: -0.2	H: 3.7	I: -0.9

7. C/C(=N/NC(=O)CNC(=O)c1ccncc1)c1ccc(Cl)cc1
  A: -0.5	B: 0.9	C: -1.1	D: x	E: 7.1	F: -5.3	G: 1.0	H: 0.5	I: 0.9

8. CS(=O)(=O)N1CCN(c2ccccc2NC(=O)CSc2nnc(-c3ccco3)o2)CC1
  A: -0.6	B: x	C: -0.5	D: x	E: 8.9	F: 8.1	G: -1.0	H: 1.4	I: -0.8

9. COc1ccc(CCNC(=O)C(=O)NCC2OCCN2S(=O)(=O)c2ccc(Cl)cc2)cc1OC (stereo unspecified)
  A: -0.2	B: 0.3	C: -0.3	D: -0.2	E: -4.7	F: 7.6	G: -0.4	H: 0.3	I: -3.0

10. CCOc1ccc(NC(=O)CN(C)C(=O)CN2C(=O)C3CC=CCC3C2=O)cc1OCC (stereo unspecified)
  A: i	B: 1.8	C: -0.1	D: x	E: 1.4	F: 9.1	G: 0.0	H: -0.1	I: 0.5

11. CCOC(=O)CN(C(=O)COc1nc(-c2ccccc2)cc(C)c1C#N)c1cccc(OC)c1
  A: -2.0	B: -0.2	C: 4.7	D: x	E: 5.2	F: -5.8	G: -7.3	H: -1.0	I: -8.7

12. O=C([C@H](Cc1ccccc1)NS(=O)(=O)c1ccc(Cl)cc1)N1CC[C@@]2(O)CCCC[C@H]2C1
  A: -0.7	B: x	C: 1.6	D: 0.0	E: -3.2	F: 28.2	G: -1.4	H: -0.3	I: -2.4

13. Cc1cc(C)n(Cc2nc3ccccc3n2C)n1
  A: i	B: x	C: 1.2	D: 0.6	E: -9.6	F: 1.7	G: 1.3	H: 2.1	I: 1.4

14. COc1cccc2sc3cc(C#Cc4ccccn4)ccc3c(=O)c12
  A: i	B: 0.5	C: -0.3	D: -1.4	E: 30.1	F: 2.5	G: 0.0	H: 3.8	I: -4.8

15. CCN(CC)C(=O)c1[nH]cnc1C(=O)N[C@@H](CC(C)C)C(=O)OCc1ccccc1
  A: 1.0	B: 1.2	C: -1.0	D: 1.0	E: 9.2	F: 20.1	G: 0.1	H: 1.5	I: 0.0

6 of the compounds above, tab-delimited:
#	SMILES	Vc quorum ag	TcdB inh	PfHsp40 rescue	BioA inh	GDH-TPI counter	Yp Topo-I inh	UGM FP inh	Mtb FBA inh	FadD28 FP inh
1	C=CCNc1nc(N2CCOCC2)c(C#N)c2c1CN(C)CC2	i	x	-0.8	x	4.9	0.0	-1.9	10.9	1.6
2	COc1ccc(C(OC(=O)c2ccco2)C(=O)NC2CCCC2)cc1 (stereo unspecified)	-0.2	0.9	0.7	0.0	-6.6	-0.1	0.1	0.2	0.7
3	CC(=O)c1ccc(C(=O)N2CCc3c([nH]c4ccccc34)C2c2cccc(C)n2)s1 (stereo unspecified)	-2.3	2.8	0.0	4.5	1.6	5.4	-2.3	4.7	-0.7
4	N#Cc1ccccc1OCCn1cncn1	1.0	0.5	-0.9	0.1	-3.5	0.0	0.9	0.3	0.6
5	O=C(c1ccc(F)cc1)n1c(=S)nc2ccccn21	i	-0.8	-1.2	x	-0.5	-8.1	-2.7	2.0	-1.4
6	COc1ccc(N(Cc2ccccc2)S(=O)(=O)c2cccc(C(=O)Nc3ncccc3C)c2)cc1	-1.3	1.1	1.2	-1.2	5.5	32.2	-0.2	3.7	-0.9
